Screening results (PubChem)
ssDAF-12 act – S. stercoralis DAF-12 nuclear receptor activators, primary screen, cell-based, luminescence, HEK293, GRIP1 co-expression, lit1-tk-luc. Nuclear hormone receptor DAF-12 (Strongyloides stercoralis). HEK293 ssDAF-12/GRIP1 lit1-tk-luc reporter; % of 3 µM dafachronic acid response. activation, % at 6.8 µM. actives 1% (n = 370,000). AID 652126, 2013;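 active means activation above the mean over all tested compounds plus 3 SD, cut at about 0.9% in these data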;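 further: 0% = DMSO-only wells and 100% = 3 µM delta7-dafachronic acid wells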
hcDAF-12 act – H. contortus DAF-12 nuclear receptor activators, primary screen, cell-based, luminescence, HEK293, lit1-tk-luc reporter. HEK293 hcDAF-12 lit1-tk-luc reporter; 0% DMSO, 100% Δ7-dafachronic acid. activation, % at 6.8 µM. actives 1.4% (n = 370,000);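 active means activation above the mean of all tested compounds plus 3 SD, cut at about 5.5% in these data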;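 further: 100% = response to 3 µM Δ7-dafachronic acid high control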
DAX1 inh-1 – DAX1 (NR0B1) inhibitors on StAR promoter, primary screen, cell-based, luminescence, SF-1 (NR5A1), full-length DAX-1. inhibition, % at 6.8 µM. HEK293T StAR-luciferase reporter, SF-1/DAX-1 repression relief. actives 1.1% (n = 370,000). AID 652010, 2013;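 active means inhibition above the mean over all tested compounds plus 3 SD, cut at about 3.6% in these data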;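 further: 0% = DAX-1 cells with DMSO and 100% = cells lacking DAX-1 with DMSO; higher inhibition means more luminescence from relief of DAX-1 repression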
SMARCA2 activ – SMARCA2 (BRM) function activators, primary screen, cell-based, luminescence, high throughput; activation, % at 9.1 µM; actives 1% (n = 370,000); MG213 cells, MMTV-luciferase reporter, dexamethasone, overnight; in the data active means activation above about 7.8%;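 further: 0% = vehicle wells and 100% = reference activator wells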
DAX1 inh-2 – DAX1 (NR0B1) inhibitors, primary screen, cell-based, HEK293, Gal4-DAX1, luciferase luminescence | HEK293 Gal4-DAX1 luciferase reporter | actives 0.99% (n = 340,000) | inhibition, % at 6.75 µM | Nuclear receptor subfamily 0 group B member 1 (Homo sapiens), P51843 | AID 504766, 2011;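 active means inhibition above the mean over all tested compounds plus 3 SD, cut at about 4.2% in these data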;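 further: 0% = DAX1-transfected cells with DMSO and 100% = empty-vector control cells with DMSO; inhibition shows as a rise in luminescence from relieved DAX1 repression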
FXN GAA850 act – FXN promoter activators, primary screen, cell-based, luciferase luminescence, HEK293 lucGAA850 | HEK293 lucGAA850 FXN promoter luciferase reporter, 24 h; percent of 10 µM SAHA response | activation, % at 6 µM | actives 0.56% (n = 360,000) | AID 540364, 2011;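 active means activation above the average of all compounds screened plus 3 SD, cutoff fixed separately per campaign, cut at about 7.5% in these data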;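 further: 0% = DMSO wells and 100% = 10 µM SAHA wells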
PLC-beta3 inh – human PLC-beta3 inhibitors, primary screen, biochemical, fluorescence; inhibition, % at 12.2 µM; 1-phosphatidylinositol 4,5-bisphosphate phosphodiesterase beta-3 (Homo sapiens), Q01970; Purified PLC-beta3, fluorogenic substrate; actives 0.18% (n = 370,000); in the data active means inhibition above about 11%;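 further: 0% = median of compound wells on plate and 100% = full blocker control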
hgDAF12 agonist – H. glycines DAF-12 receptor agonists, primary screen, cell-based, luminescence, HEK293, GAL4 fusion, UAS-luciferase. HEK293 GAL4-hgDAF12 UAS-luciferase reporter, agonist luminescence; normalized to butyrate control. activation, % at 6.8 µM. actives 1.8% (n = 370,000). AID 687014, 2013;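 active means activation above a cutoff set at the mean of all screened compounds plus 3 SD, cut at about 10% in these data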;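 further: 0% = DMSO wells and 100% = sodium butyrate wells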
Rev-erbA mod – modulators of Rev-erb alpha DNA binding, primary screen, biochemical, FITC-DNA, fluorescence polarization, uHTS | actives 0.79% (n = 370,000) | activity, % at 10 µM | AID 1259318, 2017 | Rev-erbα–FITC-DNA binding, 90 min | Nuclear receptor subfamily 1 group D member 1 (Homo sapiens), P20393;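 active means activity above about 14%, limit read from the data; passing the limit was not always enough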;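 further: 0% = DMSO wells with 35 nM protein and 100% = DMSO wells with 750 nM protein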
Target sequence (P20393 whole entry, looked up): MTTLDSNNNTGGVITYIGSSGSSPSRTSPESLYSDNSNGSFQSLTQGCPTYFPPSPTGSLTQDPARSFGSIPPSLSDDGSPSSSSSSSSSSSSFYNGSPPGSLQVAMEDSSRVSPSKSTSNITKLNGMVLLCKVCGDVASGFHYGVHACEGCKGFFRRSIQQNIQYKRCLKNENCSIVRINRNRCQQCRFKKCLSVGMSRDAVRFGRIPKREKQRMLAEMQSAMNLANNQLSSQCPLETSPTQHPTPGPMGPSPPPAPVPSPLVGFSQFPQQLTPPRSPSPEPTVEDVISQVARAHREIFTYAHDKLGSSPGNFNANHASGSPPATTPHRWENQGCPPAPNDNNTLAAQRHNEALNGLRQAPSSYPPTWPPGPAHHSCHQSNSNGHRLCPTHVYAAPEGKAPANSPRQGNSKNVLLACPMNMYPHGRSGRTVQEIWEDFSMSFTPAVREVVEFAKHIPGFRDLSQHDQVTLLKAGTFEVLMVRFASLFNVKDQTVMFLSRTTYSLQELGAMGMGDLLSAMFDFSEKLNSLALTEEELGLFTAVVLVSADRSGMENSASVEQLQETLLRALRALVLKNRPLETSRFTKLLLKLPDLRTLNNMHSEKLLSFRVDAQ
sPLA2-III inh – human group III sPLA2 inhibitors, primary screen, biochemical, QFRET, BODIPY PC-A2 liposome substrate | actives 0.56% (n = 370,000) | AID 743126, 2013 | Group 3 secretory phospholipase A2 (Homo sapiens), Q9NZ20 | inhibition, % at 12.2 µM | QFRET BODIPY PC-A2 liposome hydrolysis, fluorescence;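 active means inhibition above mean plus 3 SD of compounds lying within the high and low control bounds, cut at about 19% in these data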;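 further: 0% = median of test compound wells and 100% = no enzyme DMSO wells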
Target sequence (Q9NZ20 whole entry, looked up): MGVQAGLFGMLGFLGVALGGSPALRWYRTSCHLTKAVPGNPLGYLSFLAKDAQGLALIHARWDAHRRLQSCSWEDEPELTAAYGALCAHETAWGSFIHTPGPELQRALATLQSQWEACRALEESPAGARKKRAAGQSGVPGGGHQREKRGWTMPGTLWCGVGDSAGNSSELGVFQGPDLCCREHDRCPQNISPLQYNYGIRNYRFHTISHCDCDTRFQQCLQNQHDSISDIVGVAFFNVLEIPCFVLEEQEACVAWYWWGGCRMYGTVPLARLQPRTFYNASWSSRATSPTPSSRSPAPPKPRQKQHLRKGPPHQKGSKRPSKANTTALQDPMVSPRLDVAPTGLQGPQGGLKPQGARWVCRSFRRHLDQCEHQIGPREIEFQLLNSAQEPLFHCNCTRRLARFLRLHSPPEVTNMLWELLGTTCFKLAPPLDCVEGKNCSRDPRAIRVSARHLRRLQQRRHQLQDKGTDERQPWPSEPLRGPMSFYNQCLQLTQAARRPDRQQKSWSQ
PG9 binder – binders of HIV-1 gp120 antibody PG9, primary screen, biochemical, TR-FRET; HIV-1 gp120 / PG9 antibody interaction; TR-FRET gp120-PG9 antibody binding; inhibition, % at 6.7 µM; actives 0.43% (n = 360,000); AID 624416, 2012; in the data active means inhibition above about 8.5%
* hit, by the source's call; x = not tested or not shown.

SMILES	ssDAF-12 act	hcDAF-12 act	DAX1 inh-1	SMARCA2 activ	DAX1 inh-2	FXN GAA850 act	PLC-beta3 inh	hgDAF12 agonist	Rev-erbA mod	sPLA2-III inh	PG9 binder
COc1ccc(O)c(-c2cc(-c3ccccc3[N+](=O)[O-])[nH]n2)c1	-1.1	1.4	0.1	-2	0.0	5.8	2	4.2	-4	-11	-0.6
CCn1c(SCC(=O)NCc2ccco2)nnc1-c1cccs1	-1.0	-1.3	-0.4	-3	-0.6	0.5	-3	0.3	-4	2	1.7
CC1=C(C(=O)N(C(C)C)C(C)C)CC(CC(=O)NCc2ccco2)C(=O)N1Cc1ccc(F)cc1 (configuration not stated)	-1.1	-0.8	0.4	-3	x	x	-2	-4.5	-2	-4	0.3
COc1ccc(-c2nnc(SCc3ccc(C(=O)O)cc3)n2C)cc1OC	-1.1	-0.6	0.1	-1	-1.1	0.9	-2	1.0	-2	2	-3.1
COc1ccc(NC(=O)CC23CC4CC(CC(C4)C2)C3)cn1	-1.5	-1.5	0.4	0	0.8	2.7	3	3.6	2	-8	-0.7
COc1cc(NC(=O)COC(=O)CCc2cc(OC)c(OC)c(OC)c2)cc(OC)c1	-1.7	0.3	-0.4	-1	-0.2	-1.9	-6	2.3	-6	-14	0.0
COc1ccc(SCc2noc(C(=O)NC(C)C)c2C(=O)O)cc1	-1.3	-1.2	0.7	0	0.0	0.0	-1	0.0	2	3	-0.4
CC(=O)Oc1ccc(C(C)=O)c2c1OCCO2	-0.5	-0.6	1.5	3	0.8	-1.5	-112	1.4	-3	9	-0.2
Cc1ccc(C)c(NC(=O)CSc2cccc3cccnc23)c1	-1.7	-2.3	0.1	-2	0.9	-0.1	-101	-2.5	2	-6	-2.4
CSc1nc2sccc2c(=O)[nH]1	-0.7	0.4	0.5	0	2.4	-0.2	-5	-1.6	1	7	-0.3
CCO[C@H]1OC(C(=O)N2CCN(Cc3ccc4c(c3)OCO4)CC2)=C[C@@H](C2CCCCC2)[C@@H]1CCCO	-1.2	0.2	-0.1	-1	-0.5	0.0	3	-2.4	8	-27	-0.2
O=C1N[C@@H](Cc2cn(S(=O)(=O)c3ccc([N+](=O)[O-])cc3)c3ccccc23)C(=O)N[C@H]1Cc1ccccc1	-1.5	0.5	-0.7	-2	0.7	0.2	-3	-2.9	-1	-5	0.8
Cc1cc(C)n2nc(SCC(=O)Nc3ccc(S(=O)(=O)N(C)C)cc3)nc2n1	-1.1	0.1	-1.2	-2	-0.1	-1.0	-9	-0.4	-4	4	1.5
COc1cc(OC)cc(-c2nc(-c3cc4cc(C)ccc4nc3OC)no2)c1	-0.8	0.3	0.1	1	0.2	-0.9	-2	1.8	3	4	-1.8
Cc1cc(C)c2c(N=NN(C)C)[nH]nc2n1	-0.6	0.7	-0.9	2	-0.2	0.5	-2	3.0	2	-2	-2.3
CCOc1cc2[nH]c(=O)n(Cc3ccc(C(=O)NCCOC)cc3)c(=O)c2cc1OCC	-0.6	-2.3	0.7	0	-0.2	2.5	1	0.0	3	-3	1.6
COC(=O)c1cc(C(=O)NCCCN2CCOCC2)cc([N+](=O)[O-])c1	-0.9	-1.6	0.2	5	0.1	2.3	2	0.1	5	5	-3.7
C=CCNC(=O)c1ccc(-c2nc(-c3ccc(Cl)cc3Cl)cs2)cc1	-0.9	0.0	0.5	-2	1.1	0.8	-2	-1.5	31*	1	0.1
NS(=O)(=O)c1ccc(CCNCc2ccccc2OCc2ccc(Cl)cc2)cc1	-1.0	1.6	-1.0	-2	-1.4	-3.2	-2	-1.1	0	-12	3.5
CCCS(=O)(=O)c1nc(S(=O)(=O)c2ccc(C)cc2)c(N2CCN(C)CC2)s1	-1.0	-0.3	0.0	4	0.0	-2.0	-2	0.3	-6	-1	-3.7
N#C/C(=C(/O)CSc1ncn[nH]1)c1nc2ccccc2[nH]1	-0.5	6.5*	0.7	0	0.0	4.0	-127	-0.3	2	-7	-1.7
COc1ccccc1/C=N/NC(=O)c1ccc(CN2C(=O)c3cccc4cccc2c34)cc1	-0.8	-1.2	0.3	-2	2.4	-1.7	-226	2.3	-5	-4	0.0
COc1ccc(/C=C(\NC(=O)c2cccs2)C(=O)NCc2ccco2)cc1OC	-1.5	-1.2	0.0	-3	x	-0.4	-7	0.1	-5	-2	-1.9
Cc1ccc(S(=O)(=O)NCC(=O)OCN2C(=O)c3ccccc3C2=O)cc1	-1.3	-0.4	0.1	1	x	x	2	-1.4	4	-7	-0.7
Cc1cc(Cl)ccc1OCC(=O)NNC(=O)CCOc1ccccc1	-1.2	0.3	0.6	-3	1.1	-0.2	-8	0.7	-1	-22	1.6

Among those listed so far, these contain a COOH group.
SMILES	ssDAF-12 act	hcDAF-12 act	DAX1 inh-1	SMARCA2 activ	DAX1 inh-2	FXN GAA850 act	PLC-beta3 inh	hgDAF12 agonist	Rev-erbA mod	sPLA2-III inh	PG9 binder
COc1ccc(-c2nnc(SCc3ccc(C(=O)O)cc3)n2C)cc1OC	-1.1	-0.6	0.1	-1	-1.1	0.9	-2	1.0	-2	2	-3.1
COc1ccc(SCc2noc(C(=O)NC(C)C)c2C(=O)O)cc1	-1.3	-1.2	0.7	0	0.0	0.0	-1	0.0	2	3	-0.4

(continued)
SMILES	ssDAF-12 act	hcDAF-12 act	DAX1 inh-1	SMARCA2 activ	DAX1 inh-2	FXN GAA850 act	PLC-beta3 inh	hgDAF12 agonist	Rev-erbA mod	sPLA2-III inh	PG9 binder
O=C(CSc1nc2ccccc2[nH]1)NC1CCCC1	-1.7	2.5	1.3	-4	-0.4	-0.2	1	1.7	1	-3	-1.5
C=CCC[C@@H](Cc1ccc(F)cc1)C(=O)OC[C@@H](Cc1c[nH]c2ccccc12)NC(=O)[C@@H](CC=C)CC(=O)NCCO	-1.4	-1.7	-2.4	-7	-0.8	-11	6	-2.3	1	-103	0.4
CCN1CCN(c2nc3ccccc3nc2C(C#N)S(=O)(=O)c2ccc(C)cc2)CC1 (configuration not stated)	-1.1	-1.4	-1.7	2	0.2	-1.1	-37	-5.2	-2	-23	-0.9
CCC(=O)N(CCc1ccccc1)Cc1cc2cc(OC)ccc2[nH]c1=O	-2.0	-3.4	0.5	3	-0.2	-4.3	-12	-1.6	-7	2	0.6
CCn1c(=O)cc(OCC(=O)Nc2ccc(C)cn2)c2ccccc21	-1.4	0.9	-1.3	-1	0.5	1.9	-4	1.0	1	0	0.5
Cc1ccc2nc(-c3ccc(SCC(=O)N4CCc5ccccc54)nc3)[nH]c2c1	-0.4	7.1*	1.0	9.1*	0.9	6.6	-6	4.6	11	-4	-1.1
S=C(NCc1ccccc1)N1CCn2cccc2C1c1ccncc1 (configuration not stated)	-0.3	-1.9	0.4	-1	0.4	-2.6	-17	-1.6	-4	4	-0.3
CCOc1cccc(-c2c(C(=O)N/N=C/c3ccncc3)nnn2-c2nonc2N)c1	-1.6	-1.6	-1.4	-2	-0.1	0.5	2	-1.2	2	-13	-1.0
O=S(=O)(Nc1ccccn1)c1cccc(S(=O)(=O)c2ccc(Cl)cc2)c1	-1.6	0.3	-0.4	0	-0.5	0.9	-4	-1.0	1	-7	1.5
CCn1c2ccccc2c2nnc(SCC(=O)NCCOC)nc21	-1.3	-0.8	-0.2	-2	-0.1	1.3	-2	-2.6	2	2	0.4
CCN(C(=N)N=C(N)N)c1ccccc1	-1.5	-0.8	-0.5	-1	-2.1	1.1	1	1.7	-5	5	0.8
COc1ccccc1C(=O)NC(CCSC)C(=O)NCC(c1ccco1)N(C)C (configuration not stated)	-0.8	1.4	-0.1	-2	-0.4	-2.0	-18	2.0	2	9	0.6
CC1CCC(NC(=O)c2ccc(NS(=O)(=O)c3ccc4[nH]c(=O)[nH]c4c3)cc2)CC1 (configuration not stated)	-0.8	1.6	3.0	3	0.3	5.3	2	4.3	3	3	-0.4
CC(=O)Oc1cccc(N2C(=O)C3C4C=CC(C4=C(C)C)C3C2=O)c1 (configuration not stated)	-1.3	-1.5	0.0	3	-0.1	2.7	1	-1.5	3	-6	0.9
CCN(CC)S(=O)(=O)c1ccc(Oc2cccc(C(C)=O)c2)nc1	-0.9	-1.7	0.0	3	0.9	-1.2	-3	-3.8	8	-7	-0.7
Cc1ccc(C2CC(c3cccs3)=NN2C(=O)c2ccc(Br)o2)cc1 (configuration not stated)	-1.0	-0.5	-0.6	2	-0.9	2.4	-38	-1.3	2	-4	-0.5
NC(=O)c1ccc(NC(=O)COC(=O)c2ccc(Br)c(S(=O)(=O)N3CCOCC3)c2)cc1	-1.1	-0.3	1.5	0	0.4	2.1	-6	1.5	9	1	-0.3
C=CCn1c(CSCc2ccc(C)cc2)nnc1SCC(=O)NCc1ccccc1	-0.8	-2.1	0.7	0	-0.8	-2.1	-3	0.5	-4	-14	0.4
CC1(C(=O)NS(=O)(=O)c2cccc(Cl)c2)CCN1C(=O)C1(c2ccccc2)CC1 (configuration not stated)	-0.5	-1.9	0.3	7	x	-0.3	-2	2.0	-4	-1	-0.4
COc1ccc(C(CNC(=O)c2ccc(OC)c(S(=O)(=O)N3CCCC3)c2)N2CCCC2)cc1 (configuration not stated)	-1.1	-0.2	2.1	2	2.6	-0.7	-6	2.3	13	-4	-4.5
CCOC(=O)C1C(=O)C=C(c2ccc(C)cc2)CC1c1ccco1 (configuration not stated)	-1.4	-1.9	-0.2	1	-0.7	0.0	-5	0.7	x	-12	0.9
COc1ccc(NC(=O)c2ccccc2SC)c(OC)c1	-1.6	-1.6	0.2	-3	-2.4	-1.9	3	-0.8	-4	9	-1.0
O=c1cnc2ccccc2n1CC1CCCCC1	-2.3	-3.1	0.2	-1	0.3	6.5	-20	-1.0	1	2	1.2
CCOc1ccc(NC(=O)c2cc([N+](=O)[O-])ccc2N2CCOCC2)cc1	-0.7	-0.5	0.2	-1	0.5	-1.1	-10	-1.1	-5	8	2.0
Cc1ccc(C(C(=O)NC2CCCC2)N(Cc2ccco2)C(=O)CCC(=O)Nc2cc(C)on2)cc1 (configuration not stated)	-1.5	-2.8	-0.6	-4	-1.1	-1.0	2	-3.5	2	-9	0.4
COc1ccc(C2CC(c3ccc(Cl)cc3Cl)Nc3nc(N)nn32)cc1OC (configuration not stated)	-0.5	1.3	-0.2	0	1.8	-0.7	-9	-4.6	4	0	-1.4
S=c1c2[nH]cnc2ncn1CCSc1ncnc2nc[nH]c12	-1.3	-0.3	2.3	-5	-0.5	0.0	0	0.1	-7	8	-3.1
